NPC1 promoter act – activators of NPC1 promoter; Huh7 NPC1 promoter luciferase reporter, 24 h; Potency, µM (doses to about 9.22 µM), for inactives: top-dose activation, most hits filed as activators; 2.4% of 320,000 active;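 note: potency is the fitted concentration of half-maximal effect; % of control where 0% means no effect; nearly all actives have a fitted effect of over 60% in size; reporter is driven by a mutant NPC1 promoter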
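Luminescence from an NPC1 promoter-driven luciferase reporter in stably transfected Huh7 cells was measured after 24 h compound treatment at 37 °C, followed by 10 min ambient incubation with luciferase detection reagent.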
uPA surface inh – inhibitors of cell surface uPA generation | cell surface uPA generation assay, qHTS | Potency, µM (highest dose often 38.3 µM), for inactives: at the highest dose activity change, negative = inhibition, actives largely listed as inhibitors | 0.31% of 330,000 active; active = well fitted inhibition curve with a large enough effect; inconclusive = small, poorly fitted or top-dose-only effect; inactive = no such curve, though single readings can be large or run the other way; tested in mouse RAW 264.7 cells; note: potency is the fitted concentration of half-maximal effect; % is set by controls: 0 for no effect and ±100 for the full control effect; nearly all actives have a fitted effect of over 55% in size
Giardia kill – kills Giardia lamblia. Giardia lamblia trophozoite viability. activity change, % at 7.66 µM, hits read low. 0.15% of 340,000 active; in the data active = activity change below about -80%; inconclusive = between about -30% and that limit;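 note: parasites exposed to compound for two days anaerobically before the ATP read; % is set by controls: 0 for no effect and ±100 for the full control effect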
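Each well holds 100 Giardia trophozoites and compound. After two days (48 hrs) at 37 deg C in anaerobic conditions, ATP is quantified by luminescence.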
Tb PFK inh – blocks T. brucei phosphofructokinase; Potency, µM (series often up to 57.5 µM), without a hit: at the highest dose activity, negative = inhibition, hits mostly inhibitors; 0.17% of 330,000 active; AID 485367; T. brucei PFK, ADP-Glo luminescence; O15648;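 note: potency is the fitted concentration of half-maximal effect; 0% = uninhibited 1x PFK enzyme wells and -100% = no-enzyme wells; nearly all actives have a fitted effect of over 60% in size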
Target sequence (O15648 whole entry, looked up): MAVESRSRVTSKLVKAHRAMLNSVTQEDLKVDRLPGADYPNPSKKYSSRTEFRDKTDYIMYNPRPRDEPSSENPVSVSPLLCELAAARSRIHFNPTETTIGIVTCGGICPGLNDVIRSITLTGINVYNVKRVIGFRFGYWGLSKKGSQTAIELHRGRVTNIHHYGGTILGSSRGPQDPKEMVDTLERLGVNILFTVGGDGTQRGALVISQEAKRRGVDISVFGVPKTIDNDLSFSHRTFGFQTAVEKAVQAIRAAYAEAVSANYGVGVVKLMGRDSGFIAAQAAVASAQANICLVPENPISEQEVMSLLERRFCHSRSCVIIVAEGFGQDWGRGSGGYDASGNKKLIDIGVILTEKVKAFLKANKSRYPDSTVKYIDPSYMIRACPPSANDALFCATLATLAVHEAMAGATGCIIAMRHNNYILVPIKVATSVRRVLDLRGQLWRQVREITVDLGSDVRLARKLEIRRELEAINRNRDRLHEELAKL
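1.25 nM PFK with 0.5 mM F6P and 0.1 mM ATP in 0.1 M TEA pH 8.0, 5 mM MgCl2, incubated 45 min at room temperature; ADP measured by ADP-Glo luminescence; compounds titrated up to 57 uM.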
KCNH2 3.1 block – inhibitors of human KCNH2 3.1 potassium channel isoform | U2OS KCNH2 3.1, thallium flux FluxOr; active compounds read low | activity change, % (tested at about 1.8 µM) | 0.95% of 340,000 active;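 active = maximum activity change below -70%; inconclusive = maximum activity change from -70% to -50%; inactive = maximum activity change above -50%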;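 note: thallium influx rate constant from kinetic fluorescence after stimulation buffer; % is set by controls: 0 for no effect and ±100 for the full control effect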
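FluxOr-based Tl+ influx in U2OS cells transduced with KCNH2 3.1 virus; rate constants normalized to DMSO controls.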
RORgamma inh – inhibitors of mouse ROR gamma transcriptional activity | P51450 | Drosophila S2 Gal4-RORgamma UAS-luciferase reporter, 20 h | Potency, µM (series often up to 53.6 µM), for the others: at the top dose activity change, negative = inhibition, most hits filed as inhibitors | 5.4% of 310,000 active | AID 2551; note: potency is the fitted concentration of half-maximal effect; % is set by controls: 0 for no effect and ±100 for the full control effect; nearly all actives have a fitted effect of over 60% in size
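Drosophila Schneider cells stably carrying a metallothionein-driven Gal4 DBD–ROR gamma fusion and a UAS-Photinus luciferase reporter were exposed to compound for 1 hr, then induced with copper sulfate (700 uM final) for 20 hr at ambient temperature before luminescence reading.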
ELG1 genotox – genotoxicity induction in ELG1-luciferase HEK293T cells; Potency, µM (series often up to 46 µM), without a hit: at the highest dose activity change, positive = activation, usual class: activators; 1.3% of 330,000 active; HEK293T ELG1-luciferase reporter, luminescence, 16 h; AID 504466; note: potency is the fitted concentration of half-maximal effect; % of control where 0% means no effect; nearly all actives have a fitted effect of over 60% in size
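ELG1-luciferase HEK293T cells, 2,000/well; compound pinned in; 16 hr, 37 °C, 5% CO2; ONE-Glo, 30 min RT; luminescence on CCD imager.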
Coupling enz – inhibits coupling enzyme system, counter-screen for aldolase hits; coupling enzyme system counterscreen, AmpLite Red fluorescence; activity change, negative = inhibition, % at 58.2 µM, hits read low; 0.67% of 290,000 active; AID 2472; in the data active = activity change below about -30%; note: % is set by controls: 0 for no effect and ±100 for the full control effect
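Final compound at 57.5 uM, incubated 10 min at RT with coupling enzyme reagent (glyceraldehyde-3-phosphate), then 20 min with substrate and AmpLite Red detection. Fluorescence read at 525/598 nm; tests interference with the coupling assay, not aldolase inhibition.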
FLuc counter – counter-screen for miR-21 project: firefly luciferase inhibitors or activators. Potency, µM (doses to about 57.5 µM), for the others: at the highest dose activity change, negative = inhibition, hits mostly inhibitors. P08659. 6.9% of 360,000 active. purified FLuc, Km substrates, luminescence inhibition. AID 588342;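 note: potency is the fitted concentration of half-maximal effect; plate controls were vehicle for no effect and reference inhibitor for full effect; nearly all actives have a fitted effect of over 55% in size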
Target sequence (P08659 whole entry, looked up): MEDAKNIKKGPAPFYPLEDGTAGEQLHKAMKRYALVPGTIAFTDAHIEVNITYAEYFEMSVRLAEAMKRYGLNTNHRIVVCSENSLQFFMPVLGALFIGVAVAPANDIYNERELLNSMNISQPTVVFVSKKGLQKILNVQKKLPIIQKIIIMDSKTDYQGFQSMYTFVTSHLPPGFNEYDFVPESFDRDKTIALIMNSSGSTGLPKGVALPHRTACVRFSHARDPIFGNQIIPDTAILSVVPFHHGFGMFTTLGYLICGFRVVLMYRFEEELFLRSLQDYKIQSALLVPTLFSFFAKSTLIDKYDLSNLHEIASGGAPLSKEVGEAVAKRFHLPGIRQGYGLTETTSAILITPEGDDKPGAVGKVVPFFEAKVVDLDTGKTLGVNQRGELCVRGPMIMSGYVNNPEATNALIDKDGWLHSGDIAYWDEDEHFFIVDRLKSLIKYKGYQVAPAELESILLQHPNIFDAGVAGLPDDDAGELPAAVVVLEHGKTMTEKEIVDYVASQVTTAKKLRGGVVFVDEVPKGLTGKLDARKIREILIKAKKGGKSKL
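Purified P. pyralis luciferase (10nM final) with 10uM D-luciferin and 10uM ATP (Km levels) in 50mM Tris acetate pH 7.5, 10mM Mg acetate, 0.01% Tween-20, 0.05% BSA; qHTS 6-point titration, ~60 µM downward; luminescence read.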
VP16 counter – Gal4-VP16 reporter inhibition counter-screen | Drosophila S2 Gal4-VP16 UAS-luciferase, luminescence, 20 h | Potency, µM (titrated, usually from 53.6 µM), for the others: top-dose activity, negative = inhibition, most hits filed as inhibitors | 3.5% of 310,000 active | AID 2546;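 note: Gal4-VP16 expression switched on by copper sulfate through the metallothionein promoter; potency is the fitted concentration of half-maximal effect; % is set by controls: 0 for no effect and ±100 for the full control effect; nearly all actives have a fitted effect of over 50% in size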
Rab9 promoter act – Rab9 promoter activation; Huh7 Rab9 promoter-luciferase reporter, luminescence, 24 h; AID 485297; 2.8% of 320,000 active; Potency, µM (series often up to 9.22 µM), without a hit: top-dose activation, negative = inhibition, actives largely listed as activators; note: potency is the fitted concentration of half-maximal effect; % of control where 0% means no effect; nearly all actives have a fitted effect of over 60% in size
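Measured in stably transfected Huh7 cells bearing a Rab9 promoter–luciferase construct: 24 h compound treatment at 37 °C, followed by luminescence detection.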
* hit, by the source's call; ? = inconclusive; nt = no result given; & = joins results of further samples; [ ] = remark or other dose. Unless noted, calls come from the whole dose curve; as a rule, active = well fitted curve in the direction sought with a large enough effect; inconclusive = small, poorly fitted or top-dose-only effect, or another doubt; inactive = no such curve, though single readings can be large; an effect the other way counts as inactive or inconclusive.

entry	Structure	Coupling enz	Rab9 promoter act	RORgamma inh	ELG1 genotox	FLuc counter	NPC1 promoter act	Tb PFK inh	KCNH2 3.1 block	VP16 counter	Giardia kill	uPA surface inh
1	O=C(NCCc1ccccc1)C1CCC(Cn2c(=O)c3ccccc3n(Cc3cccc(F)c3)c2=O)CC1 (stereo not given)	1	-1%	30%[10 µM]	5%	-1%	-6%	1%	-6	-2%	-5	4%
2	NC(=O)C1CCN(C(=O)Cn2cccc2C(=O)c2ccccc2)CC1	0	2%	-12%	2%	-1%	-2%	1%	14	1%	-12	0%
3	O=C(CCc1ccccc1Cl)Nc1ccc(S(=O)(=O)Nc2nccs2)cc1	nt	-4%	nt	2%	1%	0%	-17%	1	nt	-1	-3%
4	CCN(CC)CCN=C1CCCc2ccccc2N1	2	4%	-17%	-6%	-2%	0%	-2%	11	2%	4	1%
5	Cc1ccccc1C(=O)NC1CC2CCC(C1)N2Cc1ccccc1 (stereo not given)	2	0%	8%	-2%	1%	-1%	3%	20	-1%	3	4%
6	CCc1nccn1CCC(=O)NC1CC(C)(C)Cc2c1cnn2-c1ccc(C)cc1 (stereo not given)	nt	0%	0%	-1%	5%	-7%	7%	-9	-15%	15	-7%
7	Cc1cc(NC(=O)C2CC(c3c(F)cccc3Cl)=NO2)n(-c2ccccc2)n1 (stereo not given)	4	-9%	37%	-3%	3%	-5%	1%	9	0%	-4	16%
8	CCN(C(=O)CN1CCN(c2ccccc2O)CC1)c1c(N)n(Cc2ccccc2)c(=O)[nH]c1=O	-15	2%	-8%	0%	-1%	5%	3%	-5	-1%	-2	5%
9	COc1ccc(C(=O)NC2CC3CCCC(C2)N3Cc2ccccc2)cc1 (stereo not given)	3	3%	-3%	-1%	9%	-6%	0%	-3	-14%	8	2%
10	CSc1ccc(CN2CCc3c([nH]c4ccccc34)C2)cc1	0	-3%	-7%	-8%	-1%	1%	-3%	-49	-3%	12	2%
11	O=C(NC1CCCC1)C(c1ccncc1)N(C(=O)c1csnn1)c1ccc(Cl)cc1 (stereo not given)	2	-5%	10%	-1%	1%	-6%	-1%	4	-1%	8	-3%
12	COc1ccc(Nc2oc(-c3ccc(Cl)cc3)nc2C#N)cc1	-1	?	?	?	2.7µM*	?	-1%	-10	-16%	8	-9%
13	O=C(c1ccc(Cl)c([N+](=O)[O-])c1)N1CCN(c2ccccn2)CC1	3	-4%	15%	-1%	3%	-6%	-2%	-10	3%	?	5%
14	CCCN=C1CC(C)(C)CC(=O)/C1=C(/O)CCCN1C(=O)c2ccccc2C1=O	3	2%	9%	3%	3%	-7%	-4%	17	-10%	-4	-4%
15	Cc1ccc(C)c(N(CC(=O)NCCC2=CCCCC2)S(C)(=O)=O)c1	0	-2%	14%	-2%	-3%	-2%	-3%	-3	-17%	-10	nt
16	CCOC(=O)N1CCC(NC(=O)Cn2cc3c(n2)CCC(C)C3)CC1 (stereo not given)	-1	-4%	-1%	-5%	-2%	3%	-7%	17	-20%	15	0%
17	COc1ccc(NC(=S)NC(=O)C2CCCCC2)cc1	nt	-8%	7%	-1%	2%	-3%	-3%	1	-19%	6	0%
18	Cc1cc(C)c(OCC(=O)Nc2nnn(C)n2)c(Br)c1	-1	0%	-28%	0%	1%	-3%	0%	4	12%	-18	2%
19	O=C(NC(=S)Nc1ccc(Cl)cc1Cl)C1CC1	-2	2.8µM*	5µM*	?	21µM*	?	-12%	14	5.6µM*	11	-3%
20	CCNC(=O)N(CC)C[C@H]1N[C@@](C)(C(=O)OC)[C@H]2C(=O)N(C)C(=O)[C@@H]12	nt	nt	nt	3%	nt	nt	-4%	-9	nt	3	-12%
21	O=C(c1cc2c(s1)CCCC2)N1CCN(CCO)CC1	nt	nt	nt	4%	nt	nt	0%	3	nt	2	-2%
22	COc1ccc2nc(C)cc(SCC(=O)NNC(=O)COc3cccc4ccccc34)c2c1	-2	-4%	?	-11%	-2%	-5%	2%	-30	8.9µM*	4	-5%
23	O=C(Nc1cccc(-c2cn3cccnc3n2)c1)c1ccc2c(c1)OCO2	0	17%	27%	0%	12µM*	25%	-1%[0.46 µM]	-7	-1%	3	nt
24	Cc1ccc(NC(=O)C(C)N2C(=O)c3ccccc3C2=O)cc1 (stereo not given)	2	2%	37%	-4%	-12%	7%	1%	-6	1%	5	0%
25	COc1ccc(CNC(=O)c2c(O)c3ccccc3n(C)c2=O)cc1	-2	-5%	-24%	0%	-10%	0%	-1%	19	-6%	7	5%
26	CC(NC(=O)c1c(F)cccc1Cl)c1ccc(-n2ccnc2)cc1 (stereo not given)	nt	12%	-45%	-3%	-4%	1%	-11%	4	-12%	-12	-18%
27	O=C(OCc1cc(=O)n2c(n1)sc1ccccc12)c1ccc(O)cc1	2	18%	37%	?	?	9%	-17%	2	3%	-22	14%
28	CCn1c(=O)cc(SCC(=O)NCCCN2CCC(C)CC2)c2ccccc21	0	0%	-34%	?	0%	-8%	-2%	-5	8%	2	-5%
29	Cc1ccc(NCC(=O)N/N=C/c2c[nH]c3ccccc23)cc1	-2	14%	29%	0%	?	-12%	0%	-7	-1%	12	-3%
30	COc1ccc([C@H]2[C@H](C(=O)OC(C)(C)C)N3N=Cc4ccccc4C3C23C(=O)c2ccccc2C3=O)c(OC)c1 (stereo not given in full)	-11	1%	43%	-4%	?	3%	5%	-7	-10%	16	-2%
31	CCOC(=O)/C(C#N)=C\C1=C(N2CCCC2)CC(C)(C)OC1	2	-4%	25%	-3%	2%	-1%	-2%	-13	-16%	-9	-1%
32	O=C(NCCn1cccn1)c1ccc(OC2CCN(C(=O)C3CC3)CC2)cc1	3	15%	18%	0%	-9%	7%	0%	9	4%	19	-23%
33	CCCn1c2c(c(O)c(C(=O)Nc3ccccn3)c1=O)CCCC2	1	-4%	5%	0%	1%	10%	-3%	nt	0%	nt	nt
34	COc1ccc(CCN2CCCC(CN(C)Cc3cccc(OC)c3)C2)cc1 (stereo not given)	2	1%	0%	-6%	-2%	2%	3%	-74*	2%	-26	-1%
35	CCOC(=O)c1nn(-c2ccc(OC)cc2)c(=O)c2c(N)scc12	-53*	2%&-11%	-38%	0%	1%&-4%	-12%&-26%	-23%&-21%	6	-16%	-13	-4%
36	CC(C)CN(C(=O)CN1CCN(c2cccc(Cl)c2)CC1)c1c(N)n(CC(C)C)c(=O)[nH]c1=O	-1	1%	0%	1%	-3%	-2%	-16%	30	8%	-6	3%
37	O=C(Nc1cccc(CCc2ccccn2)c1)c1cc(F)c(F)cc1Cl	1	0%	29%	-1%	-8%	-1%	-2%	5	-2%	-8	3%
38	COc1ccc(C(=O)N/N=c2\oc3ccccc3cc2C(N)=O)cc1	0	11%	2%	-6%	-16%	4%	2%	2	3%	-14	0%
39	Cc1cccc(OCc2nc(-c3ccc(Br)o3)no2)c1	-2	13%	25%	8%	?	4%	-12%	-5	-6%	?	2%
40	Cc1cc(=O)n2nc(N3CCC(C(=O)NCc4ccccc4F)CC3)sc2n1	0	1%	-7%	-1%	-1%&-2%	-5%	1%	2	6%	16	?
41	Cc1ccc(C(c2nnnn2CCc2ccccc2)N2CCSCC2)cc1 (stereo not given)	-3	-1%	25%	-8%	-4%	5%	2%	5	-3%	3	4%
42	COC(=O)c1ccc(Oc2nc(N(C)C)nc(N3CCOCC3)n2)cc1	3	-1%	17%	1%	1%	-4%	-6%	-3	3%	0	3%
43	Cc1c(Cc2ccccc2)c(NCCN(C)C)n2c(nc3ccccc32)c1C#N	1	2%	23%	-10%	4%	-1%	-1%	5	-3%	13	-5%
44	CC1(N2CCOCC2)CC2(O)C(=[N+]1[O-])CCc1c2no[n+]1[O-] (stereo not given)	-21	10%	-24%	12%	4%	-1%	4%	4	-1%	2	-1%
45	COc1ccc(Cl)cc1NC(=O)CN1CCN(Cc2ccccc2)CC1	0	-5%	-3%	-1%	3%	-1%	0%	6	0%	25	4%
46	Fc1ccc(OCCCn2ccnc2)cc1	-1	-4%	-14%	0%	-3%	-1%	-8%	-4	-2%	15	11%
47	Cc1cccc(C)c1NC(=O)CN(C)C(=O)C1CCN(c2ncnc3sc(C)c(C)c23)CC1	nt	2%	nt	-21%	0%	2%	-1%	-13	nt	-16	-2%
48	O=C(NCc1ccccc1)C(Cc1ccccc1)NS(=O)(=O)c1cccc2nsnc12 (stereo not given)	8	-8%	26%	-10%	1%	6%	-4%	-3	12%	21	7%
49	COc1ccc(CNc2nc3nc(-c4ccccc4)cc(=O)n3[nH]2)cc1OC	0	-4%	0%	0%	-2%	6%	0%	-11	3%	-1	-12%
50	Cc1ccc(CNC(=O)CNC(=S)N(Cc2ccccc2)Cc2cccnc2)cc1	6	-1%	44%	1%	-11%	-2%	0%	0	-5%	6	-7%
51	C=CCn1cccc(C(=O)Nc2ccc(OC)c(OC)c2)c1=O	0	3%	1%	9%	?	12%	0%	-6	-2%	-9	-3%

Screens from PubChem.
